Compound activity: PubChem, Icahn School of Medicine at Mount Sinai
ROC1-CUL1 inh: inhibitors of human ROC1-CUL1 ubiquitin ligase activity. E3 ubiquitin-protein ligase RBX1 (Homo sapiens) + Cullin-1 (Homo sapiens), P62877+Q13616. 140,000 tested, 0.6% active. inhibition, % at 10 µM. in vitro K48 di-Ub FRET, acceptor:donor ratio, 45 min; in the data active = inhibition above about 25%
Target sequence (P62877 whole entry, looked up): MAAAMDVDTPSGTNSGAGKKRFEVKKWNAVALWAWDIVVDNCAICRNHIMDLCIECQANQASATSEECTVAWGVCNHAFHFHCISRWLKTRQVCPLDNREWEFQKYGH
Target sequence (Q13616 whole entry, looked up): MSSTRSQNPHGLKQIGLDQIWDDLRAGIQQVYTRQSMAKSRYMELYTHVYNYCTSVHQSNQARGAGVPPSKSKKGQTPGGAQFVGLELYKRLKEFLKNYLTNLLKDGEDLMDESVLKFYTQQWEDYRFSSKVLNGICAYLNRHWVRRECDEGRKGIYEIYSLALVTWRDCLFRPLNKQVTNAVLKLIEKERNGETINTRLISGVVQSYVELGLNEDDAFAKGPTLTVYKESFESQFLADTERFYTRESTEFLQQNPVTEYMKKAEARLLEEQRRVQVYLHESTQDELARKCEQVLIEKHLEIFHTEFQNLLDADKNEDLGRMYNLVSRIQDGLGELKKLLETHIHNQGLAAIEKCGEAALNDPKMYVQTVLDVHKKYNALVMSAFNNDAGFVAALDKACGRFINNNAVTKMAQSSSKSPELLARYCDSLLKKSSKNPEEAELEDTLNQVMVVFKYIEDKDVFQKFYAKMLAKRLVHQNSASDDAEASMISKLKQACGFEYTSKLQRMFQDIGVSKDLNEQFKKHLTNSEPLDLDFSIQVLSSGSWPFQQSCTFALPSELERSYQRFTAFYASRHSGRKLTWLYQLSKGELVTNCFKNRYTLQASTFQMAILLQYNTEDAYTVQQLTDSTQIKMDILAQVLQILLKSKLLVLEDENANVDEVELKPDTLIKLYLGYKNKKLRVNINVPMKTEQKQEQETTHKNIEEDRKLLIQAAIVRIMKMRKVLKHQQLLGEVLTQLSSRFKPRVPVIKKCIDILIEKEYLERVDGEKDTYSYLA
* hit, by the source's call. An excerpt; count on the stated rates, not on these rows.

SMILES	ROC1-CUL1 inh
CC(C)c1ccc(-c2nc3cc4nc5ccccc5[nH]c4cc3n2)cc1	7
COc1ncnc(Br)c1Br	10
CC1(C)Cc2nc(N3CCOCC3)ncc2C(NC(=O)c2cn[nH]c2)C1 (stereo not given)	-5
COc1cc(NC(=O)c2cc3cc4ccc(C)cc4nc3o2)cc(OC)c1OC	-4
COc1ccc(OC)c(C2CC(=O)Nc3cc(OC)c(OC)cc32)c1 (stereo not given)	-6
Clc1ccccc1-c1nnc(-c2ccc(-c3ccccc3)cc2)o1	4
CCC(=O)Nc1ccc(OCCc2ccccc2)cc1	2
Cc1cccc(C(C)C)c1NC(=O)c1ccc(N2CCOCC2)cc1	11
CN(C(=O)c1ccc2c(c1)OCCO2)C1CCCN(CCc2ccccc2)C1 (stereo not given)	2
C=CCNCCCCOc1cc(Cl)ccc1Cl	-9
COc1ccc(NC(=O)Cn2cnc3sc(C)c(S(=O)(=O)N4CCN(C)CC4)c3c2=O)cc1Cl	-9
CCCN(C(=O)CCc1nc(-c2ccccc2F)no1)c1ccc(CC)cc1	4
CC(=O)N1CCCC(C(=O)Nc2cccc(-c3cc4ccccc4[nH]3)c2)C1 (stereo not given)	0
O=C(/C=C/c1ccncc1)N1CCCC(Nc2ccc3c(c2)OCCO3)C1 (stereo not given)	-1
CCCOc1cccc(C(=O)NC(=S)Nc2cccc(Cl)c2)c1	4
Cc1ccc(CN2CCC(CNC(=O)Nc3cccc(C)c3C)C2)cc1 (stereo not given)	0
O=C1CCSC2(C(=O)Nc3ccccc32)N1c1ccccc1 (stereo not given)	5
O=C(c1cn[nH]c1)N1CCCC(CO)(Cc2ccccc2)C1 (stereo not given)	6
Cc1nc(SC2CC(=O)N(c3ccccc3)C2=O)nc2c1CCCC2 (stereo not given)	-6
CC(C)c1ccc(/C=C/C(=O)NCc2ccc3c(c2)OCO3)cc1	0
COC(=O)C1=C(C)N(c2cccc(OC)c2)C(=O)/C1=C\c1cc2c(cc1Br)OCO2	2
CN1C(=O)C(CC(=O)c2ccc(Br)cc2)c2ccccc21 (stereo not given)	-3
Cc1ccc(-c2nc(CSc3nnc(C)n4c3cc3occc34)c(C)o2)cc1	7
CN(C)CCNC(=O)C1CCN(c2nc3ccccc3[nH]2)CC1	0
CCOC(=O)c1sc2ncn(CC(=O)Nc3ccc(N(C)C)cc3)c(=O)c2c1C	-2

Next compounds
SMILES	ROC1-CUL1 inh
CCOC(=O)C1CCN(C(=O)Cn2nc(C)n3c(cc4cc(C)ccc43)c2=O)CC1	-2
O=C(COc1ccc(-n2cnnn2)cc1)Nc1ccccc1Cl	9
O=C(NCc1ccco1)C1C2C=CCCCCC21 (stereo not given)	2
COc1cccc(CN2CCN(C(=O)CCC3(Cc4cccs4)CCC(=O)N3)CC2=O)c1 (stereo not given)	5
O=C(NC1CCC(CC2CCC(NC(=O)c3cccc(F)c3)CC2)CC1)c1cccc(F)c1 (stereo not given)	-10
COc1cc(NC(=O)c2cc(-c3cccc(Cl)c3)on2)c(OC)cc1Cl	-12
COc1ccc(-c2cc(C(C)=O)c(C)n2CCC(=O)NC2CCCCC2)cc1	5
CCOC(=O)c1sc(NC(=O)C(C)Sc2nc(-c3ccccc3)cc(C(F)(F)F)n2)c(C(=O)OC)c1C (stereo not given)	7
CC(C)CNc1ncnc2c1nnn2C	-4
Cc1ccc(OC(C)C(=O)Nc2nonc2-c2ccc(Br)cc2)cc1C (stereo not given)	2
N#CC1C(=N)OC2=C(CCC/C2=C\c2ccc(Cl)cc2)C1c1ccc(Cl)cc1 (stereo not given)	-6
COCc1nc2ccccc2n1Cc1ccccc1	2
CCOc1ccc(-c2nnc(SCC(=O)N(CC)c3cccc(C)c3)o2)cc1	-3
COc1ccccc1Cn1c(CNS(=O)(=O)c2ccccc2Cl)nc2cccnc21	-1
CCCS(=O)(=O)c1c(S(=O)(=O)CCC)c2ccccn2c1C(=O)N/N=C/c1ccc(OC)cc1	-8
CCCN(C(=O)c1nn(-c2ccc(OC)cc2)c(=O)c2c1c1ccccc1n2C)c1ccc(CC)cc1	-1
c1cncc(CNC2COc3ccccc3C2)c1 (stereo not given)	-5
CCSc1ccc(NC(=O)c2cccnc2)cc1	-2
Cc1ccc(C(=O)C(C)OC(=O)c2ccc(Br)cn2)cc1 (stereo not given)	0
Cc1ccc(CSc2nc3cccnc3n2Cc2nc(-c3ccccc3F)oc2C)cc1	3
COc1ccc(NC(=O)Cn2c(=O)c(-c3cc(C)ccc3NC(C)=O)nc3ccccc32)c(OC)c1	9
COc1ccc(C(=O)c2cnc3ccc(C)cc3c2S(=O)(=O)c2ccccc2)cc1	-5
Cc1ccccc1NS(=O)(=O)c1ccc2c(c1)C(=O)C(C(=O)NC1CCCCC1)C=N2 (stereo not given)	2
COc1ccc(CNC(=O)Cn2ncn3nc(-c4cccs4)cc3c2=O)cc1	11
Cc1ccc(CNC(=O)c2c(-c3ccc(F)cc3F)noc2C)o1	2

Three entries from above, reformatted:
ROC1-CUL1 inh | SMILES
9 | COc1ccc(NC(=O)Cn2c(=O)c(-c3cc(C)ccc3NC(C)=O)nc3ccccc32)c(OC)c1
-5 | COc1ccc(C(=O)c2cnc3ccc(C)cc3c2S(=O)(=O)c2ccccc2)cc1
2 | Cc1ccccc1NS(=O)(=O)c1ccc2c(c1)C(=O)C(C(=O)NC1CCCCC1)C=N2 (stereo not given)

(continued)
SMILES	ROC1-CUL1 inh
Fc1ccc(C(NCCc2ccc(Cl)cc2)c2nnc(-c3ccccc3Cl)o2)cc1 (stereo not given)	-5
CC(=O)c1cccc(NC(=S)NC(=O)C2CCCCC2)c1	-2
COC(=O)C1(C(F)(F)F)N=C2C=C(C)C=CN2C(c2cccc(Cl)c2)=N1 (stereo not given)	19
COCCn1cnc2cc(NC(=O)C3CCCCC3)cc(C(=O)N(C)Cc3ccc(F)cc3)c21	9
O=C(/C=C/c1ccc([N+](=O)[O-])cc1)OCCCc1ccc(Cl)cc1	-5
NC(=S)Nc1ccc(NC(N)=S)cc1	-5
O=C(C1COc2cc(S(=O)(=O)Nc3ccc(Cl)cc3)ccc2O1)N1CCCC1 (stereo not given)	2
Cc1cc(Cl)ccc1NC(=O)CN(c1ccccc1Br)S(C)(=O)=O	-2
O=C(Oc1ccccc1)c1cc(F)c(Cl)nc1Cl	-1
COc1ccc(CCC(=O)N2CCc3c(cnc(C)c3CNC(=O)c3ccc(C)s3)C2)cc1OC	6
O=C(O)C(CCC(=O)N1CCOCC1)N1C(=O)c2ccccc2C1=O (stereo not given)	-4
Cc1cccc(CN2CCN(CC(=O)NCc3ccc(Cl)cc3)C2=O)c1	6
Cc1ccc(NC(=O)N2CCc3cc(S(=O)(=O)N4CCC(C)CC4)ccc32)cc1C	0
O=C(Nc1cccc(N2CCCC2)c1)c1cc(F)c(F)cc1Cl	-4
COc1cccc(-c2nc3c(C#N)c[nH]n3c2NC2CCCC2)c1OC	6
C=C(C)CC(Nc1ccccc1F)c1ccco1 (stereo not given)	-1
CC(=O)N1CCCC(C(=O)c2ccc3c4c(cccc24)CC3)C1 (stereo not given)	13
Cc1ccccc1OCc1nc2ccccc2c(=O)n1/N=C/c1cc([N+](=O)[O-])ccc1O	-4
CCOc1ccc(NC(=O)C(CC)n2c(=O)c(-c3ccccc3NC(C)=O)nc3ccccc32)cc1 (stereo not given)	-3
COc1ccc(Br)cc1C1Nc2ccc(C(F)(F)F)cc2C2C=CCC21 (stereo not given)	3
Cc1ccc2c(=O)cc(C(=O)Nc3nnc(CC(C)C)s3)oc2c1C	6
Cc1c(C(=O)N2CCC(C(=O)Nc3ccc(F)cc3)CC2)sc2nc[nH]c(=O)c12	-11
COc1ccc(C2c3c(-c4ccccc4O)n[nH]c3C(=O)N2CCc2ccccc2)cc1 (stereo not given)	3
CCC1CN(C(=O)Nc2ccc(C(=O)O)cc2)c2cc(Cl)ccc2O1 (stereo not given)	2
C=C(C)CN1N=C(C(C)(C)C)Cn2c1nc1c2c(=O)n(C)c(=O)n1C	10

4 entries already listed, ordered by the value under ROC1-CUL1 inh, smallest number first:
Compound,ROC1-CUL1 inh
Cc1c(C(=O)N2CCC(C(=O)Nc3ccc(F)cc3)CC2)sc2nc[nH]c(=O)c12,-11
O=C(O)C(CCC(=O)N1CCOCC1)N1C(=O)c2ccccc2C1=O (stereo not given),-4
Cc1ccc2c(=O)cc(C(=O)Nc3nnc(CC(C)C)s3)oc2c1C,6
COCCn1cnc2cc(NC(=O)C3CCCCC3)cc(C(=O)N(C)Cc3ccc(F)cc3)c21,9

The listing continues.
SMILES	ROC1-CUL1 inh
CSc1cccc(NC(=O)c2ccc(CN3CCCC3)cc2)c1	17
O=c1c2c3c(sc2nc2c4ccccc4c(-c4ccc(F)cc4)nn12)CCCCC3	-1
CSc1nnc(-c2ccncc2)n1-c1ccc(Br)cc1	6
CC1(C)CCCC(O)C(NC(=O)c2ccccc2)CCCC(C)(C)CC1 (stereo not given)	8
COC(=O)CC(NC(=O)OC(C)(C)C(Cl)(Cl)Cl)c1c[nH]c2ccccc12 (stereo not given)	-4
CC1=Nc2nnnn2C(c2ccc(OCc3ccccc3)cc2)C1C(=O)Nc1ccccn1 (stereo not given)	3
CC1CCc2c(sc3nc(-c4cc5cc(Br)ccc5oc4=O)[nH]c(=O)c23)C1 (stereo not given)	0
COc1cccc(C(=O)Nc2cccc(OC(=O)c3ccc(Br)c(S(=O)(=O)N4CCCCC4)c3)c2)c1	-6
Cc1ccc(N(Cc2cccs2)C(=O)COc2cccc(C)c2)cc1	-1
CC1=Nc2nc(SCc3ccccc3F)nn2C(c2ccc(C(C)C)cc2)C1C(N)=O (stereo not given)	-9
Cc1cc(C)c(C2c3c(n[nH]c3C)OC(=N)C2C#N)cc1CSc1cc(Cl)ccc1Cl (stereo not given)	-1
Cc1ccc(NC(=O)c2ccco2)c(OCc2cc(=O)n3cc(C)sc3n2)c1	2
CCN1CCCC1CN(CC1CCN(CCOC)CC1)C(=O)c1ccoc1 (stereo not given)	4
COc1ccc(/C=C2/C(=O)N(c3ccccc3)C(c3ccccc3)S2(=O)=O)cc1 (stereo not given)	-6
CCCCn1c(=O)c2c(nc3n(CC(C)C)c(C)cn23)n(C)c1=O	-3
CC(=O)N1CCc2nc3sc(C(=O)c4ccc(F)cc4)c(N)c3c(C(F)(F)F)c2C1	-2
Cc1ccc(-c2nnc3c4ccccc4c(C)nn23)cc1NC(=O)c1ccccc1Cl	5
Cc1ccc(N2CC(NC(=O)c3ccccc3Br)CC2=O)cc1 (stereo not given)	-7
O=[N+]([O-])c1cc(Cl)c(-c2ccco2)c(Cl)c1	4
CCOC(=O)c1oc2ccc(S(=O)(=O)n3nc(-c4cc(OC)c(OC)c(OC)c4)cc3N)cc2c1C	-4
O=C1CN(C(=O)COc2ccc(Cl)cc2Cl)C(c2ccc(F)cc2)c2cc(F)ccc2N1 (stereo not given)	-12
N#C/C(=N\Nc1ccc(Cl)cc1)C(=O)NN	4
Cc1cc(Cl)nc(Cl)c1C(=O)N(C)Cc1ccccc1	-4
O=C(/C=C/c1cccs1)Nc1ccc2c(c1)OCO2	5
COC(=O)c1nn(-c2ccc(Cl)cc2)c2nc(-c3ccccc3)cc(=O)n12	5

Shown field by field: entries from further up.
CC1=Nc2nnnn2C(c2ccc(OCc3ccccc3)cc2)C1C(=O)Nc1ccccn1 (stereo not given)
  ROC1-CUL1 inh: 3

COc1cccc(C(=O)Nc2cccc(OC(=O)c3ccc(Br)c(S(=O)(=O)N4CCCCC4)c3)c2)c1
  ROC1-CUL1 inh: -6

CC1(C)CCCC(O)C(NC(=O)c2ccccc2)CCCC(C)(C)CC1 (stereo not given)
  ROC1-CUL1 inh: 8

CC(=O)N1CCc2nc3sc(C(=O)c4ccc(F)cc4)c(N)c3c(C(F)(F)F)c2C1
  ROC1-CUL1 inh: -2

The listing picks up with the 2 entries that preceded the break.
SMILES	ROC1-CUL1 inh
O=C(/C=C/c1cccs1)Nc1ccc2c(c1)OCO2	5
COC(=O)c1nn(-c2ccc(Cl)cc2)c2nc(-c3ccccc3)cc(=O)n12	5
CCC(=O)N1CCc2cc(CNC(=O)Nc3ccccc3Cl)ccc21	-3
S=c1[nH]nc(COc2cc(Cl)cc(Cl)c2)n1-c1ccccc1	-9
CC(C)CNS(=O)(=O)c1ccc(OCC(=O)NCc2cccnc2)cc1	-1
Cn1cnc([N+](=O)[O-])c1NCc1ccc(C(=O)O)cc1	1
COCCN1CC(C(=O)NCc2cnn(C(C)C)c2)CCC1=O (stereo not given)	-6
CCCn1c(=N)c(C(=O)NC2CCCC2)cc2c(=O)n3cccc(C)c3nc21	10
Cc1ccc2c(c1)N(CC(=O)NCc1cccc(Cl)c1)C(=O)c1cccnc1O2	0
S=c1sc2ccccc2n1CNc1cccc(Br)c1	0
O=C(c1ccc(N2CCOCC2)nc1)N1CCCCC1CCn1cccn1 (stereo not given)	0
CCOC(=O)c1ccc(NC(=O)c2c(NC(C)=O)sc3c2CCC(C)C3)cc1 (stereo not given)	3
CCOc1ccc(Oc2ccc(C#N)c(C#N)c2)cc1	-3
Cc1ccc2c(CN3CCN(C(=O)c4ccc(Br)cc4)CC3)cc(=O)oc2c1	2
CCN(CC)C(=O)CSc1nc(Cc2ccccc2)cc(C(F)(F)F)c1C#N	-8
COc1ccc(/C=C2/SC(=O)N(CC(=O)Nc3cccc4ccccc34)C2=O)cc1O	8
CCn1cc(CC(=NC(=O)c2ccccc2Cl)C(=O)NCCCn2ccnc2)c2ccccc21	-3
CCCCNC(=O)CSc1nc(-c2ccc(OC)cc2)cc(C(F)(F)F)n1	-3
O=C(C1CC(=O)N(c2ccc(F)cc2)C1)N1CCCCC1 (stereo not given)	-2
COc1ccc(-n2nc(C(=O)Nc3cccc(C)n3)c3c4ccccc4n(C)c3c2=O)cc1Cl	-9
CCC(C)NC(=O)c1c2nc3ccccc3nc2n2c1[nH]c(=O)c1ccccc12 (stereo not given)	53*
CCOC(=O)c1cccc(NS(=O)(=O)c2c(C)nc3sc(C)cn3c2=O)c1	2
COc1cccc(CNC(=O)c2nn(C)c3c2CSc2ccccc2-3)c1	-3
CCCC(=O)Nc1ccc2c(c1)nc1n2CCSC1	-10
